MEX-5 binding = C. elegans MEX-5 TCR-2 RNA binding activity. actives 0.38% (n = 300,000). MEX-5/FITC-TCR2 RNA binding, fluorescence polarization; stronger effect = lower value. AID 1832. activity score (negative = inhibition of binding), % at 10 µM;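 active = inhibition past about -25% in most replicates, and total fluorescence under double the plate's negative control median, limit read from the data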;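 note: 0% = DMSO and -100% = 5 µM competing unlabeled TCR2 RNA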
Yeast superoxide = yeast age-related superoxide inhibition as caloric restriction mimetic; actives 0.18% (n = 330,000); S. cerevisiae aged cells, superoxide DHE fluorescence; stronger effect = lower value; superoxide response (% of plate mean), % at 10 µM;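 active = superoxide response under a set limit, about three screen SD below normal, cut at about 65% in these data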;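 note: yeast aged for seven days with compound at 30 °C before DHE staining; 100% = average MFI of all compound-treated wells on the plate with controls excluded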
CIT2-GFP yeast = modulators of TOR pathway CIT2-GFP in S. cerevisiae; actives 0.065% (n = 320,000); GFP response vs DMSO, % at 10 µM; S. cerevisiae CIT2-GFP strain, flow cytometry, 3 h; 100 means same as DMSO wells;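 active = GFP response relative to DMSO above a set limit, near the screen mean plus 3 SD, cut at about 150% in these data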;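 note: ratio of well median GFP fluorescence to mean of DMSO wells on the plate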
MCL1-BIM inh = inhibitors of human MCL1 binding to BIM-BH3 peptide; Q07820; GST-MCL1 / FITC-Bim-BH3 fluorescence polarization; inhibition, % at 10.9 µM; actives 0.68% (n = 320,000); AID 2057;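 active = inhibition above the mean inhibition of all tested compounds plus 3 SD, set per campaign, cut at about 40% in these data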;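 note: 0% = DMSO wells and 100% = unlabeled Bim-BH3 peptide control; higher means more loss of mP so more displacement of Bim peptide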
AGP1-GFP MLPCN = alters AGP1-GFP fluorescence in TOR pathway yeast screen | AID 2066 | S. cerevisiae AGP1-GFP multiplex flow cytometry, 3 h; GFP as percent of DMSO wells | GFP response vs DMSO, % at 10 µM | actives 0.02% (n = 320,000);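 active = GFP response relative to DMSO above a set limit, near screen average plus 3 SD, cut at about 150% in these data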;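 note: median GFP channel fluorescence of the gated AGP1 strain per well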
GRK2 aptamer HTS = inhibitors of human GRK2 displacing RNA aptamer; P25098; actives 0.59% (n = 330,000); inhibition of aptamer binding, % at 10 µM; bead flow cytometry, FAM-aptamer displacement from GRK2; AID 488847;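 active = inhibition of aptamer binding above 40%, roughly 3 SD of noise, on plates passing a quality check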;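 note: median bead fluorescence of bound FAM aptamer so fluorescent compounds give negative values; no value below 0 was filed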
VLA-4 inh = inhibition in a human VLA-4 binding assay; inhibition, % (about 7 µM as worked out from the volumes in the protocol); VLA-4 expressing cells, ligand binding flow cytometry; actives 0.2% (n = 330,000); AID 2557; P13612; in the data active = inhibition above about 50%
Target sequence (P13612 whole entry, looked up): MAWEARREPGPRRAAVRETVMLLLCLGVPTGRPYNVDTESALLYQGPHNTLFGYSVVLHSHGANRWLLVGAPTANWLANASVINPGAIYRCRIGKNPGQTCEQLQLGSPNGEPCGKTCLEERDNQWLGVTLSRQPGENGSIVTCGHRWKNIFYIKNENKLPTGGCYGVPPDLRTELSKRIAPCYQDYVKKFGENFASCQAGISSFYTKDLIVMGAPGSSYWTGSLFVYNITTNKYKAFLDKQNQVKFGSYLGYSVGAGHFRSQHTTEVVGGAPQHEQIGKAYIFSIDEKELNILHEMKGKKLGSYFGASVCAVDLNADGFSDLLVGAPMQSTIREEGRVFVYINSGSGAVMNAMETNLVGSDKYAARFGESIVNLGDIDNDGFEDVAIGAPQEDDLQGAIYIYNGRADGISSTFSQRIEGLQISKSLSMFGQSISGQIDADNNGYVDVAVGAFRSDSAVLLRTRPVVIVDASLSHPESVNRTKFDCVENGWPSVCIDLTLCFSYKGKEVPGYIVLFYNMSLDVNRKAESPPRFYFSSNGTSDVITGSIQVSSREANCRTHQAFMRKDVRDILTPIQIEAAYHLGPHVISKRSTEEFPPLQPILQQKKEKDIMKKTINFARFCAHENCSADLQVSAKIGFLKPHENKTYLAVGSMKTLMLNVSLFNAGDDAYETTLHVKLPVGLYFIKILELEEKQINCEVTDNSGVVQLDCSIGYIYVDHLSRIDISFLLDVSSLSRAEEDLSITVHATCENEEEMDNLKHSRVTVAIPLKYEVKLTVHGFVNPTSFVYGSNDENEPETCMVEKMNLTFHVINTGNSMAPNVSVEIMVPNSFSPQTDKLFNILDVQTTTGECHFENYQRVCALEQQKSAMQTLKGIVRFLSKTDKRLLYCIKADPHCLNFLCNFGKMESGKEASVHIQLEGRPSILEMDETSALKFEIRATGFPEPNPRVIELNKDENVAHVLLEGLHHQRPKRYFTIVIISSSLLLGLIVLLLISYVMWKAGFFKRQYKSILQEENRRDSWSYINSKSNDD
GLD-1 RNA inh = GLD-1-TGE RNA interaction inhibition (C. elegans) | purified GLD-1 + fluorescein TGE RNA, fluorescence polarization | inhibition, % at 5.96 µM | actives 0.44% (n = 320,000);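 active = percent inhibition above a per-plate cutoff, the plate mean of test compounds plus 3 SD, cut at about 30% in these data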;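 note: 0% = DMSO wells with GLD-1 and probe and 100% = wells lacking GLD-1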
BCLXL inh = blocks human Bcl-xL binding to Bim BH3 peptide; inhibition, % at 10.9 µM; actives 0.7% (n = 320,000); Q07817; GST-Bcl-xL / FITC-Bim BH3 peptide fluorescence polarization;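 active = inhibition above the mean of all tested compounds plus 3 SD, cutoff set per campaign, cut at about 30% in these data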;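 note: 0% = DMSO wells and 100% = unlabeled Bim-BH3 peptide competitor; inhibitors lower millipolarization by displacing the labeled peptide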
* = called active by the depositor; . = no result given; [ ] = remark or other dose.

SMILES	MEX-5 binding	Yeast superoxide	CIT2-GFP yeast	MCL1-BIM inh	AGP1-GFP MLPCN	GRK2 aptamer HTS	VLA-4 inh	GLD-1 RNA inh	BCLXL inh
CCC1CCCCN1Cc1nc2ccccc2c(=O)n1CC(C)=O (centres undefined)	-2.3	86	113	7	103	1	4	0	6
CCOC(=O)C1(Cc2ccccc2C(F)(F)F)CCN(CC(O)CO)CC1 (centres undefined)	-1.5	101	100	-1	103	1	-1	-7	2
CCN1C(=O)[C@H]2[C@@H](c3ccc(-c4ccc(OC)cc4)c(OC)c3)N3CCCC[C@@]3(C(=O)OC)[C@H]2C1=O	1.5	102	96	3	95	0	-4	9	3
CCCC/C(C)=N/NC(=O)c1cn(-c2ccccc2)nc1-c1ccccc1	-3.1	98	94[may fluoresce red]	-2	92[may fluoresce red]	0	12	4	1
COc1ccc(CC(=O)Nc2ccc(C(=O)NC(C)(C)C)cc2)cc1OC	0.6	92	98	0	99	3	7	2	1
COc1cccc(N2CCN(C(=O)c3ccc(Cl)c(NC4=NC5CS(=O)(=O)CC5S4)c3)CC2)c1 (centres undefined)	1.9	74	104	5	106	0	0	3	2
C[C@@H](C(=O)Nc1ccc(SC(F)F)cc1)N1C(=O)C2CCCCC2C1=O (some centres undefined)	.	107	110	.	105	3	3	-7	.
COc1ccc(-c2cc(C(=O)NCCCN3CCOCC3)c3cc(C(C)C)ccc3n2)cc1	4.2	106	105	0	111	0	-6	-3	0
CCOP(=O)(OCC)/C(=C/N1CCCCC1)NC(=O)c1ccccc1	-0.6	108	101	7	103	1	-4	5	5
CCC(C)[C@H]1COCCS(=O)(=O)N1Cc1ccccc1 (some centres undefined)	-0.4	90	90	-5	95	4	1	4	5
CN(Cc1ccccc1)C(=O)c1ccccc1NC(=O)C1=CSCCO1	-0.3	92	104	-1	109	0	8	4	-1
COc1cc(NC(=O)CCCl)cc(-n2cnnn2)c1	1.3	89	96	-5	104	1	5	-2	1
Cc1c(O)ccc(/C(Cc2ccc3ccccc3n2)=N\O)c1O	-0.3	107	96	6	103	0	-10	-2	5
C/C(=N\NC(=O)c1ccc2c(c1)OCO2)c1ccc(NS(C)(=O)=O)cc1	-1.9	100	88	9	99	3	-6	1	3
CN(CCCNC(=O)C1CCC(=O)N1Cc1ccccc1Cl)c1ccccc1 (centres undefined)	-1.9	110	98	7	96	2	3	1	7
COc1cccc(C(C(=O)NC2CCCCC2)N(C(=O)CNC(=O)c2ccco2)c2cccnc2)c1 (centres undefined)	2.8	95	107	5	109	6	6	2	9
CCCCOC(=O)CSC(=S)N(C)Cc1cccs1	-1.1	95	108	8	119	1	17	3	3
COc1ccccc1NC(=O)COC(=O)/C=C/c1ccccc1[N+](=O)[O-]	-0.9	97	106	9	103	0	9	-6	6
Cc1ccc(S(=O)(=O)N2CCN(C(=O)c3cccs3)CC2)c(C)c1	0.8	97	.	-5	104	1	14	0	7
CCn1nnc(NC(=O)c2ccc(-c3ccc(Cl)cc3)o2)n1	0.7	91	82	0	93	3	-3	-7	1
CC(C)Oc1ccc(/C=N/NC(=O)C(CSCc2ccccc2)NC(=O)c2ccc([N+](=O)[O-])cc2)cc1 (centres undefined)	.	116	92	4	102	2	13	4	2
Cc1cc(NC(=O)CN2C(=O)NC(C)(c3ccc(Cl)cc3)C2=O)no1 (centres undefined)	-0.8	95	94	-6	94	3	-20	1	0
O=C(CC1Nc2ccccc2NC1=O)Nc1ccc2c(c1)OCO2 (centres undefined)	-3.1	87	96	21	100	2	4	4	20
NC(=O)c1c(NC(=O)Cc2ccccc2)sc2c1CCN(Cc1ccccc1)C2	-13	101	94	1	93	0	0	7	4
O=C(CSc1nc(Cc2ccccc2)nc2ccccc12)Nc1ccc2c(c1)OCCO2	-3.2	101	106	5	104	0	8	26	4

Going on with the list:
SMILES	MEX-5 binding	Yeast superoxide	CIT2-GFP yeast	MCL1-BIM inh	AGP1-GFP MLPCN	GRK2 aptamer HTS	VLA-4 inh	GLD-1 RNA inh	BCLXL inh
Cc1nc2ccc(NC(=O)C(F)(F)F)cc2o1	0.0	100	101	6	98	0	-11	8	5
CN(C)CCCN(C(=O)c1ccc(S(=O)(=O)N2CCCCCC2)cc1)c1nc2c(F)cc(F)cc2s1	-2.0	102	97	-5	100	0	8	4	-3
COc1ccccc1-c1cc(C(F)(F)F)nc(N2CCCCC2)n1	1.8	91	95	0	94	2	-1	3	-3
O=C1c2ccccc2C(=O)N1CCc1nc2ccccc2c(=O)n1CCCn1ccnc1	0.3	82	100	0	108	1	3	-3	9
O=C(OCCN=C1NS(=O)(=O)c2ccccc21)C1CC(=O)N(c2ccc(Cl)cc2)C1 (centres undefined)	-1.1	92	92	-5	96	0	3	-1	5
Cc1oc(-c2ccccc2F)nc1CS(=O)(=O)CC(=O)NCCCN1CCc2ccccc2C1	-2.4	105	106	7	114	0	-6	-3	4
O=C(CNS(=O)(=O)c1ccc(Br)s1)N1CCC(N2CCCCC2)CC1	-3.7	96	98	5	101	1	-4	4	6
CC(C)(C)c1cc(-c2nc(N)nc(N)n2)cc(C(C)(C)C)c1	0.8	95	99	-1	96	1	28	8	3
O=c1cc(NCc2ccccc2)c2ccccc2o1	-0.7	94	92	4	99	0	6	-6	4
COc1ccc(-c2cc3c(=O)n(CC(=O)NCCCN4CCC(N5CCCCC5)CC4)nc(C)n3n2)cc1	-0.9	98	100	1	106	0	7	7	3
O=S(=O)(c1ccccc1)N1CCN(C(=S)NCCc2ccccc2)CC1	2.8	107	105	-1	98	0	2	9	-5
COc1ccc(/C(O)=C2/C(=O)C(=O)N(Cc3ccco3)C2c2cccs2)cc1 (centres undefined)	2.8	95	89	4	94	1	-51	-22	4
CCOc1ccc(S(=O)(=O)N2CCN=C2c2ccccc2)c(C)c1C	1.6	116	112	4	90	9	3	3	4
CCOC(=O)c1sc(=S)n(C)c1NC(=O)c1ccc(C(C)(C)C)cc1	-0.8	94	94	7	98	1	7	4	3
C[C@H](CO)N1C[C@H](C)[C@@H](CN(C)S(C)(=O)=O)Oc2c(NC(=O)C3CC3)cccc2C1=O	.	106	102	.	98	0	1	4	.
N=c1ccccn1CC(O)COc1ccccc1 (centres undefined)	1.8	86	96	5	94	2	1	1	5
CCCCNc1nc(CC)c2c(c1C#N)CCCC2	-1.9	94	102	2	101	0	1	1	7
CC1=C(C(=O)OC(C)C)[C@@H](c2ccc(C)o2)NC(=O)N1	-1.0	113	104	1	96	0	16	2	5
O=C1CC(NC23CC4CC(CC(C4)C2)C3)C(=O)N1c1ccc2c(c1)OCO2 (centres undefined)	-1.1	90	108	2	119	0	5	-3	7
COc1ccc(/C=C2/N=C3CCCCCN3C2=O)cc1	0.4	109	95	-7	95	4	10	-4	-1
O=C1Nc2cc(C(=O)NCC3CCCO3)ccc2S/C1=C/c1ccccc1F (centres undefined)	-7.7	97	95	-4	95	0	-3	-1	4
O=C(NCCc1c[nH]c2ccccc12)OCCSS(=O)(=O)O	0.9	92	98	-7	101	3	25	-3	1
O=C1c2cccc3cccc(c23)C(=O)N1Nc1ccccc1	-3.8	103	87	-5	103	2	3	-4	9
Clc1cccc(-c2nc(-c3ccc(-c4nn[nH]n4)cc3)no2)c1	.	116	91	1	70	1	8	5	11
CCOCCN1CCN(c2c(C)c(C)nc3cc(-c4cc(OC)cc(OC)c4)nn23)CC1	-2.7	101	78	-5	84	3	4	-3	-3

Remaining list, next part
SMILES	MEX-5 binding	Yeast superoxide	CIT2-GFP yeast	MCL1-BIM inh	AGP1-GFP MLPCN	GRK2 aptamer HTS	VLA-4 inh	GLD-1 RNA inh	BCLXL inh
Cc1cccc(N(Cc2cc3ccc(C)cc3[nH]c2=O)S(=O)(=O)c2ccccc2)c1	3.1	142	106	-9	103	5	-2	5	1
NC(=S)Nc1cccc(Cl)c1	1.4	112	103	10	97	1	4	3	6
O=C(Nc1ccc2c(c1)OCO2)c1cc(Cl)ccn1	.	92	99	-3	92	0	15	-1	-5
CCCNC(=O)c1ccc(N2CCC3(CC2)CC(c2cccc(Br)c2)=NO3)c(NC(=O)c2cccc(C)c2)c1	2.9	.	.	-3	.	.	.	-3	1
CC(=O)Nc1ccc(Cl)c(-c2nc3ncccc3o2)c1	-0.4	99	99	0	98	0	-27	-6	4
COc1ccc(/C=C/C(=O)c2ccc(O)cc2)cc1COc1ccc(F)cc1	-0.2	105	96	-3	91	1	16	7	-1
COc1cc(C)ccc1OCCCOc1ccccc1Br	4.2	107	105	13	103	0	17	8	9
CC(OC(=O)/C(C#N)=C/c1ccco1)C(=O)N(C)c1ccccc1 (centres undefined)	.	105	94	.	98	2	-17	1	.
Nc1ncnc2c1ncn2[C@@H]1O[C@H](CNCc2ccc(OCC(=O)Nc3ccccn3)cc2)[C@@H](O)[C@H]1O	.	105	96	.	97	6	8	-1	.
CCN(CC)S(=O)(=O)c1ccc(C(=O)NCc2cccs2)cc1	-2.5	101	95	0	112	1	31	2	-1
OCC[C@H]1C[C@@H](O)[C@H](O)[C@@]2(Cc3ccccc3O2)O1	.	118	97	-5	95	0	-5	-3	-1
CC1Cc2ccccc2N1C(=O)CSc1nc2cc3c(cc2cc1C#N)OCO3 (centres undefined)	.	89	107	5	104	2	1	-6	1
